# Screening data from PubChem.
# A3A deaminase – APOBEC3A ssDNA deaminase inhibitors, primary screen, selectivity assay for APOBEC3G inhibitor project, biochemical, FAM/TAMRA oligo cleavage fluorescence; DNA dC->dU-editing enzyme APOBEC-3A (Homo sapiens), P31941; recombinant A3A, FAM/TAMRA ssDNA deamination fluorescence; inhibition, % at 20 µM; 330,000 tested, 0.41% active; AID 493011, 2011;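 active = at least 40% inhibition at 20 µM here, with at most 30% in a related deaminase screen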;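 note: plate controls were A3A with DMSO for no effect and wells lacking A3A enzyme for full effect; some results filed as inactive read as strong as hits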
# Target sequence (P31941 whole entry, looked up): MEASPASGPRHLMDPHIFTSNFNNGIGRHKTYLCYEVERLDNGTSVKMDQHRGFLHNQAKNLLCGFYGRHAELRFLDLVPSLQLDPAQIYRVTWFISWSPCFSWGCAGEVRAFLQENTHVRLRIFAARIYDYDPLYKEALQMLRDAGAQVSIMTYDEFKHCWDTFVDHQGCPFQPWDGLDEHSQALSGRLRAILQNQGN
# TIM10 inh – growth inhibitors of isogenic TIM10 control yeast, primary screen, counter-screen for tim10-1 yeast inhibitor project, luminescence, uHTS | AID 463195, 2010 | 330,000 tested, 1.4% active | S. cerevisiae TIM10 strain growth, BacTiter-Glo luminescence, 24 h | inhibition, % at 10 µM;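 active = inhibition of 40% or more at the single tested concentration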;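 note: wild-type TIM10 isogenic control strain grown at permissive 25 °C; 0% = DMSO yeast wells and 100% = minimal medium wells without yeast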
# A3G deaminase – APOBEC3G DNA deaminase inhibitors, primary screen, biochemical, fluorescence, single-stranded DNA substrate, uHTS; recombinant A3G, ssDNA deamination FAM/TAMRA fluorescence; 330,000 tested, 0.28% active; inhibition, % at 20 µM;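 active = inhibition of at least 40% at 20 µM, with no more than 30% in the related APOBEC3A deaminase screen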;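 note: plate controls were DMSO wells with A3G for no effect and wells lacking A3G enzyme for full effect; some compounds called inactive have numbers as strong as hits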
# hIAP block – human IAP inhibitors, primary screen, biochemical, luminescence, uHTS | purified IAP, CDP-Star luminescence, 30 min | inhibition, % at 10 µM | 330,000 tested, 0.12% active | AID 2544, 2010;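 active = inhibition reaching a set limit with compound at 10 µM in the primary screen, cut at about 35% in these data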;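 note: plate controls were DMSO wells with enzyme for no effect and no-enzyme buffer wells for full effect; values of inactives mirror those of a sister screen read the other way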
# Target sequence (P09923 whole entry, looked up): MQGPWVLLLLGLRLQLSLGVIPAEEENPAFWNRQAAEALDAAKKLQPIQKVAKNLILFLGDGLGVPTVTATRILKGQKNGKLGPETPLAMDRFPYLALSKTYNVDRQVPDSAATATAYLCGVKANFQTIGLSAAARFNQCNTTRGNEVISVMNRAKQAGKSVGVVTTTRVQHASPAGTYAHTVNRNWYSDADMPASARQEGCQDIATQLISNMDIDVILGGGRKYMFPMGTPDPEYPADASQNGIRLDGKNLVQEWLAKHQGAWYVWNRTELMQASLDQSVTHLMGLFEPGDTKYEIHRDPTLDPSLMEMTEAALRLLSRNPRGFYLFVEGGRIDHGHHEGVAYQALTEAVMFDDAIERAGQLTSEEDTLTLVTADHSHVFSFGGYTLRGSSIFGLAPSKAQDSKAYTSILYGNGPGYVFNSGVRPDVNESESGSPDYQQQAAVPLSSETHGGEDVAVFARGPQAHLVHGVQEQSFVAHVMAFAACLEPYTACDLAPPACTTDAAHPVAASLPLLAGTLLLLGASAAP
# beta cell repl – inducers of MIN6 beta-cell proliferation, primary screen, ATP luminescence, uHTS; 330,000 tested, 0.29% active; MIN6 cells proliferation, ATPlite luminescence, 48 h; cells starved in 0.2% serum; 100% = growth in 10% serum; proliferation, % at 10 µM;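 active = compounds whose signal lies at least 3.5 SD above the mean of all wells on their plate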;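 note: 0% = DMSO-treated cells in low-serum medium and 100% = 10% serum control; some compounds called inactive have numbers as strong as hits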
# mIAP block – inhibitors of mouse IAP, primary screen, biochemical, luminescence, uHTS; 330,000 tested, 0.2% active; AID 2806, 2010; intestinal alkaline phosphatase [Mus musculus]; purified mouse IAP, CDP-Star luminescence, 30 min; inhibition, % at 10 µM;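 active = inhibition of at least 40% at 10 µM in the primary screen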;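 note: plate controls were DMSO with enzyme for no effect and no enzyme wells for full effect; values of inactives mirror those of a sister screen read the other way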
# mIAP act – activators of mouse IAP, primary screen, biochemical, luminescence, uHTS | intestinal alkaline phosphatase [Mus musculus] | muIAP, CDP-Star luminescence, 30 min; active compounds read high; 1 = vehicle-only enzyme signal, 0 = enzyme-free wells | activation factor at 10 µM | 330,000 tested, 0.24% active;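 active = activation factor of at least 2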; note: the source names both 10 and 20 µM as test concentration; values of inactives mirror those of a sister screen read the other way
#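 Assay system: mouse IAP enzyme; reagent: chemiluminescent substrate CDP-Star; dosing: test compounds delivered from DMSO solution; schedule: 30 min at room temperature; measured by: luminescence from enzymatic CDP-Star hydrolysis; controls: DMSO-only wells and no-enzyme negative control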
# NALP3 yeast inh – NALP3 inflammasome inhibitors in reconstituted yeast, primary screen, luminescence, uHTS | 330,000 tested, 0.39% active | inhibition, % at 10 µM | Yeast reconstituted NLRP3/ASC/caspase-1, beta-gal luminescence, 24 h;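 active = inhibition of 50% or more; inactive = inhibition below 50%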;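 note: plate controls were induced DMSO wells for no effect and uninduced yeast grown without galactose for full effect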
# tim10-1 inh – growth inhibitors of tim10-1 mutant yeast, primary screen, luminescence, uHTS; AID 463190, 2010; inhibition, % at 20 µM; 330,000 tested, 2.2% active; S. cerevisiae tim10-1 ts strain growth, BacTiter-Glo, 24 h;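 active = inhibition of at least 40%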;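 note: mutant grown at 25 °C; 0% = DMSO wells with yeast and 100% = wells holding no yeast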
# An asterisk follows results filed as active.
item	Structure	A3A deaminase	TIM10 inh	A3G deaminase	hIAP block	beta cell repl	mIAP block	mIAP act	NALP3 yeast inh	tim10-1 inh
1	CC(C)N(Cc1ccccc1)C(=S)Nc1cccnc1	3	2	-16	16	0	0	1	3	20
2	COC(=O)/C=C/c1c(C)[nH]c(=O)[nH]c1=O	1	7	-3	0	-2	4	0.96	-4	8
3	Cc1cccc(-n2cc(-c3ccc([N+](=O)[O-])cc3)[nH]c2=S)c1	2	9	2	8	0	21	0.79	16	2
4	CCC(C)(C)NC(=O)C(c1ccc(OC)cc1)N(C(=O)CCC(=O)Nc1cc(C)on1)c1ccc2c(c1)OCCO2 (stereo not given)	-4	2	-10	8	0	7	0.93	3	0
5	CC(C)(CO)C(O)C(=O)NCCC#N (stereo not given)	-3	2	-7	6	0	-23	1.2	4	3
6	O=C(NC1CCCCCCC1)C1CCN(S(=O)(=O)N2CCCC2)CC1	-4	-2	-7	-6	-4	-8	1.1	15	14
7	Cc1c(Cl)cccc1N1C(=O)c2ccccc2C1=O	-2	-27	-6	-12	1	-1	1	-1	10
8	CC(C)NS(=O)(=O)c1ccc(OCC(=O)Nc2ccc3c(c2)OCO3)cc1	1	1	-1	15	2	3	0.97	26	11
9	COc1ccc(-c2csc(Cc3nnc(N4CCOCC4)n3-c3ccccc3)n2)cc1	-4	19	-7	-1	2	-2	1	7	17
10	CC(C)(C)OC(=O)NC(CO)c1cn([C@@H](Cc2cc3ccccc3[nH]2)C(=O)N2CCN(C(=O)OC(C)(C)C)CC2)nn1 (stereo not given in full)	-6	7	-11	3	-2	0	1	11	8
11	COc1cc(-c2nc3cnccn3c2NC(C)(C)CC(C)(C)C)ccc1O	-4	8	-6	14	1	-2	1	20	3
12	Cc1cc(C)c(NC(=O)CNC(=O)COC(=O)CN2C(=O)NC3(CCCC3)C2=O)c(C)c1	-2	4	1	-21	4	-6	1.1	1	9
13	C=CCSc1nccc(-c2cc(Cl)sc2Cl)n1	2	8	7	-16	-3	2	0.98	-17	38
14	Cc1cccc(C)c1NC(=S)NCCSc1ccc(Cl)cc1	2	31	-9	6	-7	-65	1.7	8	42*
15	Cc1ccc(N2CCN(S(=O)(=O)c3ccc(-n4cnnn4)cc3)CC2)c(C)c1	-7	6	-8	11	-3	4	0.96	8	13
16	CC1=CCC(C(=O)O)C(C(=O)Nc2cccnc2)C1 (stereo not given)	1	6	-5	-9	0	7	0.93	13	2
17	COc1ccc(OC)c(C2C3=C(COC3=O)Nc3cc4c(cc32)OCO4)c1 (stereo not given)	-1	11	3	1	-6	-3	1	23	24
18	COc1cccc(CNc2ccc(N3CCC(C)CC3)cc2)c1OC	0	0	-3	-3	-6	5	0.95	8	16
19	CCc1ccccc1OCCCOc1ccc(OC)cc1	-1	-10	2	-5	0	4	0.96	6	1
20	Cc1ccc(C)c(N(C)C(=O)c2ccc3c(=O)n4c(nc3c2)CCCCC4)c1	-6	20	-7	21	3	4	0.96	7	40
21	COc1cccc(CNC(=O)CCCc2c[nH]c3ccccc23)c1	-4	1	-5	-8	-2	0	1	6	5
22	COc1ccc(CC(=O)Nc2c3c(nn2-c2cccc(Cl)c2)CS(=O)C3)cc1 (stereo not given)	-1	-3	-4	-9	1	-4	1	4	11
23	CC(C(=O)Oc1ccc2c(c1)OCO2)N1C(=O)c2ccccc2C1=O (stereo not given)	-4	12	-5	-4	-1	5	0.95	46	0
24	CC(C)Cn1c(N)c(C(=O)COC(=O)c2ccc(Br)cc2)c(=O)n(C)c1=O	-2	16	-6	4	-5	9	0.91	11	16
25	O=C(NCCc1ccc(F)cc1)C(=O)NCC1CCCN1S(=O)(=O)c1ccccc1 (stereo not given)	0	-10	-9	-3	-3	8	0.93	8	2

# 3 entries already listed, sorted by count of non-hydrogen atoms, high to low:
item	Structure	A3A deaminase	TIM10 inh	A3G deaminase	hIAP block	beta cell repl	mIAP block	mIAP act	NALP3 yeast inh	tim10-1 inh
14	Cc1cccc(C)c1NC(=S)NCCSc1ccc(Cl)cc1	2	31	-9	6	-7	-65	1.7	8	42*
1	CC(C)N(Cc1ccccc1)C(=S)Nc1cccnc1	3	2	-16	16	0	0	1	3	20
7	Cc1c(Cl)cccc1N1C(=O)c2ccccc2C1=O	-2	-27	-6	-12	1	-1	1	-1	10

# Carrying on.
item	Structure	A3A deaminase	TIM10 inh	A3G deaminase	hIAP block	beta cell repl	mIAP block	mIAP act	NALP3 yeast inh	tim10-1 inh
26	O=C(c1ccc(OC2CCN(Cc3ccccn3)CC2)cc1)N1CCC[C@H]1CO	-2	6	0	-13	2	11	0.89	6	13
27	COc1ccc(CN(C(=O)c2cnccn2)C(C(=O)Nc2ccc(F)cc2)c2ccccc2)cc1 (stereo not given)	0	8	-3	-9	0	3	0.97	8	26
28	COc1ccccc1C(=O)OCC(=O)Nc1cccc(S(=O)(=O)NC2=NCCCCC2)c1	-7	-4	-6	19	-1	0	1	7	3
29	CCC1CN(C(=O)NCc2ccc(F)cc2)c2cc(Cl)ccc2O1 (stereo not given)	1	-2	1	13	-4	-7	1.1	20	17
30	COc1ccc(S(=O)(=O)N2CCCCC2)cc1NC(=O)c1ccc([N+](=O)[O-])o1	5	13	-9	6	-6	0	1	15	11
31	CN(C)c1nc(N(C)C)nc(N(C#N)CN2C(=O)c3ccccc3S2(=O)=O)n1	1	-16	-5	-6	-1	2	0.97	9	12
32	CCc1ccc(NC(=O)C2CCCN2c2nn3c(=O)cc(C)nc3s2)cc1 (stereo not given)	-1	1	3	-8	-2	0	1	-6	1
33	CCOc1ccc(NC(=O)NNC(=O)c2ccc(Cl)cc2Cl)cc1	-6	-18	-13	-20	-2	-4	1	15	-11
34	CCc1nnc(NS(=O)(=O)c2ccc(N/C=C/C(=O)c3ccc(OC)cc3)cc2)s1	-4	2	-3	-5	-4	-10	1.1	5	-2
35	COc1ccc(C(=O)Nc2cc(OCc3ccccc3)c(Cl)cc2Cl)cc1	-1	3	-2	-2	-2	-1	1	19	9
36	CC1CCN(C(=O)CNC(=O)c2cccc(OC(F)F)c2)CC1	1	-3	2	-3	-3	3	0.97	4	-1
37	O=C(COc1ccc2c(c1)oc(=O)c1ccccc12)NCCN1CCOCC1	-5	8	-8	-4	0	-1	1	8	9
38	CCCCN(C(=O)NC(=O)Nc1ccc(C)cn1)S(C)(=O)=O	-7	-1	-7	-18	-2	4	0.96	-16	6
39	CCOC(=O)c1sc(NC(=O)CSc2nnnn2-c2ccc(C)cc2)c(C(=O)OCC)c1C	0	4	11	-14	-2	6	0.94	10	0
40	Cc1ccc2nc(NC(=O)Cc3cccs3)sc2c1	5	28	0	14	1	-1	1	52*	32
41	Cn1c(C(=O)NCCN2CCN(c3ccccc3F)CC2)cc2c(=O)n(C)c3ccccc3c21	1	2	-4	16	3	12	0.88	8	-12
42	CC(=O)Oc1ccccc1C1=NN(C(C)=O)C(c2ccccc2)C1 (stereo not given)	-1	12	-4	6	-1	0	1	-13	14
43	Cc1ccccc1OCC(=O)OCC(=O)Nc1ccc2c(c1)OCO2	0	0	-5	5	-3	-17	1.2	12	-6
44	Cc1sc2nnn(CC(=O)N3CCN(C(=O)c4ccco4)CC3)c(=O)c2c1C	1	-10	-2	17	2	6	0.94	-2	-1
45	O=C(CN1CCOCC1)Nc1ccc2c(c1)CCC2	-10	-5	-10	-1	-2	-6	1.1	4	-3
46	CN(CCc1ccccn1)C(=O)CC1C(=O)NCCN1Cc1cccc(F)c1 (stereo not given)	-7	-1	-7	-18	0	1	0.99	12	7
47	COc1cccc(NC(=O)C2CCN(S(=O)(=O)c3ccc4c(c3)NC(=O)C(C)S4)CC2)c1 (stereo not given)	0	0	-4	-21	-4	-52	1.5	8	5
48	Cc1ccccc1C(=O)Nc1nc(=S)ss1	1	-7	-2	14	-2	15	0.85	11	4
49	O=S(=O)(NC1CCCCC1Sc1ncccn1)c1ccc(Cl)cc1 (stereo not given)	9	-12	-4	3	3	0	1	7	2
50	CCOC(=O)CCCNC(=O)CCNC(=O)c1ccc(OCCC(C)C)cc1	3	-6	11	9	3	-2	1	3	-12

# Four of these compounds in a different format:
46. CN(CCc1ccccn1)C(=O)CC1C(=O)NCCN1Cc1cccc(F)c1 (stereo not given)
35. COc1ccc(C(=O)Nc2cc(OCc3ccccc3)c(Cl)cc2Cl)cc1
39. CCOC(=O)c1sc(NC(=O)CSc2nnnn2-c2ccc(C)cc2)c(C(=O)OCC)c1C
41. Cn1c(C(=O)NCCN2CCN(c3ccccc3F)CC2)cc2c(=O)n(C)c3ccccc3c21

Compound | 46 | 35 | 39 | 41
A3A deaminase | -7 | -1 | 0 | 1
TIM10 inh | -1 | 3 | 4 | 2
A3G deaminase | -7 | -2 | 11 | -4
hIAP block | -18 | -2 | -14 | 16
beta cell repl | 0 | -2 | -2 | 3
mIAP block | 1 | -1 | 6 | 12
mIAP act | 0.99 | 1 | 0.94 | 0.88
NALP3 yeast inh | 12 | 19 | 10 | 8
tim10-1 inh | 7 | 9 | 0 | -12

# New compounds follow:
cpd | Molecule | A3A deaminase | TIM10 inh | A3G deaminase | hIAP block | beta cell repl | mIAP block | mIAP act | NALP3 yeast inh | tim10-1 inh
51 | CCOC(=O)c1ccc(NC(=O)CCn2nnc3ccccc32)cc1 | -5 | -1 | -4 | -9 | 0 | 5 | 0.95 | 6 | 14
52 | CC(=O)Nc1ccc(NC2=CC(=O)CC(C)(C)C2)cc1 | -4 | -8 | -1 | -11 | -2 | -9 | 1.1 | 19 | -11
53 | CCSc1cc(C)nc2c(-c3ccccc3)cnn12 | 4 | -3 | 3 | -26 | -2 | 11 | 0.89 | 36 | 14
54 | Cc1ccnc(NC(=O)CCNC(=O)c2ccc(Cl)cc2)c1 | -4 | -11 | -8 | -18 | -4 | -3 | 1 | 17 | -17
55 | COc1cc(CNc2nnnn2C)ccc1OCc1c(F)cccc1Cl | -4 | 9 | -14 | -12 | 3 | -9 | 1.1 | 0 | -4
56 | O=C(CCN1C(=O)c2ccccc2C1=O)Nc1ccc(S(=O)(=O)N2CCOCC2)cc1 | 3 | 9 | -3 | 15 | -1 | 3 | 0.97 | 4 | 15
57 | COc1cc(/C=N/NC(=O)CCc2ccccc2)ccc1O | 1 | 12 | -3 | 9 | -3 | 4 | 0.96 | -10 | 20
58 | COCCCn1c(=S)[nH]c(C)c(C)c1=O | 3 | 16 | -2 | -33 | 1 | -10 | 1.1 | -13 | 7
59 | O=C(Nc1ccccc1-c1ccccc1)c1ccccc1[N+](=O)[O-] | 0 | -3 | -3 | 10 | -4 | -1 | 1 | 9 | 12
60 | O=C1CCCC/C1=C/NCc1ccc(F)cc1 | -3 | 11 | -7 | -2 | -2 | 6 | 0.94 | -2 | 3
